High-throughput results (PubChem BioAssay)
A549 tox: counter-screen for Nrf2 inhibitors: cytotoxicity in A549 cells | A549 ARE-Fluc cells, CellTiter-Fluor viability, 18-24 h | Potency, µM (titrated, usually from 46 µM), inactives show at the top dose activity change, negative = cytotoxicity, most hits filed as inhibitors | actives 0.16% (n = 390,000) | AID 504648; note: potency is the fitted concentration of half-maximal effect; % is set by controls: 0 for no effect and ±100 for the full control effect
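A549 ARE_Fluc cells in 5% FBS OPTI-MEM were exposed to compounds in concentration-response for 18-24 h at 37 deg C. Viability was read by CellTiter-Fluor fluorescence (Ex 405/Em 525) after 30 min, before the luciferase read.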
EPAC2 agonist: EPAC2 (human) agonism; Q8WZA2; EPAC2 activation, biochemical qHTS; response scale: 100% = 6.5 mM cAMP response; Potency, µM (highest dose often 154 µM), for inactives: at the highest dose activation, actives largely listed as activators; actives 0.079% (n = 360,000); AID 720711; note: potency is the fitted concentration of half-maximal effect; nearly all actives have a fitted effect of over 50% in size
Target sequence (Q8WZA2 whole entry, looked up): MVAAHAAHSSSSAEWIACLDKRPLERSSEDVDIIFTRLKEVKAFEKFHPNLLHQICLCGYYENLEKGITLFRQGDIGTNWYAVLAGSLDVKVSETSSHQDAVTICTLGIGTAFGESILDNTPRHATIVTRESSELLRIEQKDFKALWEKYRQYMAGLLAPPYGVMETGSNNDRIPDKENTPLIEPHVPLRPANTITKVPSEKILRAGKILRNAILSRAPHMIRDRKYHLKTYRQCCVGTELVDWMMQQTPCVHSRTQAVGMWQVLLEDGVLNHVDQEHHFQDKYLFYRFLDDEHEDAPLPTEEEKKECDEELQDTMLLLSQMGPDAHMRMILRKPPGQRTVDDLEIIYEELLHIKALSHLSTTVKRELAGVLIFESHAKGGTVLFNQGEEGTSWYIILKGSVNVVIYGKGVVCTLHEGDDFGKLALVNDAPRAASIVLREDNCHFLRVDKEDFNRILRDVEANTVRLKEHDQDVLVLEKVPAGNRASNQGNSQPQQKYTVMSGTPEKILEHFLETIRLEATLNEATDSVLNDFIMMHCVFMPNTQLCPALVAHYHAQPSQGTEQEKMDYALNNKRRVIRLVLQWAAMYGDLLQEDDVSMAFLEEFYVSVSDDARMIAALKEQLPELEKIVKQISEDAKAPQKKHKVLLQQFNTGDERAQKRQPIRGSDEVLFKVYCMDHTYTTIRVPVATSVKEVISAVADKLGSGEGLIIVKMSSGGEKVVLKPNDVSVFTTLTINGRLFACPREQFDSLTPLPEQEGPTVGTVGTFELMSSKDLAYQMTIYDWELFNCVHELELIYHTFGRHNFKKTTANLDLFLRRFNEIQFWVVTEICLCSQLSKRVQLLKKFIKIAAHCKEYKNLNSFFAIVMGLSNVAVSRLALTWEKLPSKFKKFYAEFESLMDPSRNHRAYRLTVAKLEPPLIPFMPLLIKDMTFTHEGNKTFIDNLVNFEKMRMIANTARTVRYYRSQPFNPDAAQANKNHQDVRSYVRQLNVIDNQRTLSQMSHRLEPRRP
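Fluorescence exchange assay: 100 nM EPAC2 with 250 nM RAP1B-BODIPY-GDP and 50 uM GDP; compounds tested as a concentration-titration series (qHTS). Loss of Rap1-bound BODIPY-GDP fluorescence read at 480/540 nm; data normalized to 6.5 mM cAMP.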
Mm-Cpn inhibitor: blocks the Methanococcus maripaludis chaperonin Mm-Cpn | purified Mm-Cpn ATPase, ADP Transcreener TR-FRET | Potency, µM (doses to about 76.9 µM), inactives show at the top dose activity, negative = inhibition, actives largely listed as inhibitors | actives 0.031% (n = 330,000); note: potency is the fitted concentration of half-maximal effect; % is set by controls: 0 for no effect and ±100 for the full control effect; nearly all actives have a fitted effect of over 80% in size
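TR-FRET (320 nm excitation; 590 and 665 nm emission) reports ADP made from 10 uM ATP by 25 nM enzyme; compounds were preincubated 10 min, reaction run 30 min, both at 37°C.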
EPAC2 antagonist: blocks human EPAC2 exchange factor; EPAC2 GEF exchange of Rap1B-BODIPY-GDP, fluorescence; actives 0.18% (n = 360,000); Potency, µM (highest dose often 114 µM), inactives show at the highest dose activity, negative = inhibition, usual class: inhibitors; Q8WZA2; note: potency is the fitted concentration of half-maximal effect; % is set by controls: 0 for no effect and ±100 for the full control effect; nearly all actives have a fitted effect of over 45% in size; many of its hits are not listed in these tables
pAkt inh: inhibitors of Akt phosphorylation | AID 651550 | activity change, % for hits at 50 µM | actives 0.32% (n = 360,000) | Neuro2A IGF-stimulated pAkt S473 HTRF, 20 min; hits give low values; in the data active = activity change below about -80%; inconclusive = mostly about -51% to -80%; note: % is set by controls: 0 for no effect and ±100 for the full control effect
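Neuro2A cells in DMEM with 0.5% FBS, overnight at 37 deg C, given compound at single 50 µM final, then IGF (6 nM final) for 20 min at 37 deg C. Lysed; phospho-Akt Ser473 by HTRF after 24 h, 665/615 ratio.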
Nrf2 ARE act: activates Nrf2 signaling; AREc32 ARE-luciferase reporter (MCF7-derived line), luminescence, 24 h; Potency, µM (top dose mostly 46.1 µM), for the others: at the highest dose activation, actives largely listed as activators; actives 0.31% (n = 410,000); AID 624171; note: potency is the fitted concentration of half-maximal effect; % of control where 0% means no effect; nearly all actives have a fitted effect of over 65% in size
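ARE activation measured as luciferase luminescence (Steady-Glo, 30 min RT) in AREc32_Fluc cells after 24 hr compound exposure at 37 deg C, 5% CO2; cells seeded overnight at 1000/well in OPTI-MEM, 5% FBS.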
Nrf2 block: Nrf2 pathway inhibition | A549 ARE-Fluc reporter, luciferase luminescence, 18-24 h | Potency, µM (series often up to 46 µM), inactives show at the top dose activity change, negative = inhibition, most hits filed as inhibitors | actives 2.1% (n = 360,000) | AID 504444; note: potency is the fitted concentration of half-maximal effect; % is set by controls: 0 for no effect and ±100 for the full control effect; nearly all actives have a fitted effect of over 60% in size
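Quantitative HTS in A549 cells stably bearing an antioxidant response element-firefly luciferase construct. Inhibition of Nrf2-driven transcription was scored by luminescence after 18-24 h of compound exposure at 37 °C.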
CCT modulator: modulators of cytosolic chaperonin (CCT/TRiC) activity. purified chaperonin ATPase assay, HTRF ADP detection, 30 min. activity change, % (concentration not given with the values), hits read low. actives 0.3% (n = 360,000). AID 651819; in the data active = activity change below about -30%; note: % is set by controls: 0 for no effect and ±100 for the full control effect
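TRiC (40 or 20 nM final, by batch activity) in 30 mM Tris pH 7.4, 100 mM KCl, 5 mM MgCl2, 1 mM DTT was treated with compound at 76 uM single dose, then 10 uM ATP, 30 min at 37 °C. ADP was read by HTRF Transcreener.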
TGFb SMAD3 inh: TGF-b pathway inhibition; HepG2 CAGA-GFP TGF-b/SMAD3 reporter, GFP fluorescence, 18 h; TGF-beta stimulated, 500 pg/mL final; Potency, µM (doses to about 46.1 µM), without a hit: at the highest dose activity, negative = inhibition, most hits filed as inhibitors; actives 1.2% (n = 410,000); AID 588855; note: potency is the fitted concentration of half-maximal effect; % is set by controls: 0 for no effect and ±100 for the full control effect; nearly all actives have a fitted effect of over 65% in size
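Using HEPG2 CAGA-GFP reporter cells at 1000 cells/well, we pinned test compounds, stimulated with recombinant TGF-beta (500 pg/mL final) and measured total well GFP after 18 h.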
An asterisk follows results filed as active; i = inactive; ? = inconclusive; / = not tested or not shown; & = joins results of further samples; [ ] = another dose, or the depositor's remark. Unless noted, calls come from the whole dose curve; as a rule, active = well fitted curve in the direction sought with a large enough effect; inconclusive = small, poorly fitted or top-dose-only effect, or another doubt; inactive = no such curve, though single readings can be large; an effect the other way counts as inactive or inconclusive. Not all compounds are listed (hit frequency here may not be typical).

SMILES	A549 tox	EPAC2 agonist	Mm-Cpn inhibitor	EPAC2 antagonist	pAkt inh	Nrf2 ARE act	Nrf2 block	CCT modulator	TGFb SMAD3 inh
CC1(C(=O)NS(=O)(=O)c2ccc(F)cc2F)CCN1C(=O)Cc1cccc2ccccc12 (centres undefined)	/	-4%	/	5%	i	-0.2%	/	-0.3	17%
COc1cccc(N(Cc2nnc3n2CCCCC3)C(=O)Nc2ccccc2)c1	-1%&5%	6%	-1%	-9%	i	-0.6%&-0.5%	-17%	-1.3	4%&2%
O=C(Cn1c(=O)cnc2ccccc21)N1CCN(S(=O)(=O)c2ccc(F)cc2)CC1	-6%	2%	-1%	10%	i	-0.6%	3%	0.6	0%
CC1CCC(C(=O)NC(C(=O)NCc2cccnc2)C(C)C)CC1 (centres undefined)	-2%	-4%	1%	10%	i	-0.5%	-4%	-13	-14%
CC1=C(c2cccc(Cl)c2)S(=O)(=O)NC1=NCc1ccccc1C	-2%	/	/	/	/	4.2%	0%	/	-11%
O=C(CN1CCSCC1)c1c[nH]c2ccccc12	1%	3%	-5%	-11%	i	6.2%	30%	-3.0	-11%
COc1cccc(OC)c1C(=O)Nc1nnc(-c2cccs2)s1	1%	6%	-15%	6%	i	?	12%	0.4	-9%
O=C(CCC(=O)OCC(F)(F)C(F)F)Nc1ccccc1F	-8%	-1%	-1%	8%	i	0.0%	-19%	1.1	12%
COc1ncnc2c1ncn2CCCNCCN1CCOCC1	/	4%	/	-6%	i	-0.6%	/	1.0	-26%
N#Cc1c(-c2ccc(Cl)cc2)ccn2nc(CCC(=O)O)nc12	0%	4%	/	22%	i	-0.1%	10%	-1.3	13%
CCC(=O)n1nc(-c2ccc(OC)cc2)nc1SC	-3%	1%	0%	4%	i	2.0%	?	-0.9	-9%
CC(C)(C)C(=O)NC1(C(F)(F)F)NC(=O)N(Cc2ccccc2)C1=O (centres undefined)	-1%	4%	3%	9%	i	-0.5%	2%	2.1	-29%
O=C(CC(Cc1ccccc1)C(=O)O)Nc1ccccc1 (centres undefined)	-7%	4%	0%	-2%	i	-0.3%	4%	-1.0	-7%
COc1ccc(-c2cc3nc4n(c(=O)c3s2)CCC4)cc1	2%	8%	-2%	13%	i	-2.1%	?	1.4	15%
O=Cc1ccc(O)cc1O	1%	5%	4%	11%	i	0.0%	0%	-2.5	7%
COc1ccccc1C(=O)NC(=S)Nc1ccc(NC(=O)c2cccs2)cc1	-9%	7%	1%	0%	i	-0.7%	?	1.5	-6%
CCCn1c(NC(=O)CSCC(=O)Nc2cc(C)on2)nc2ccccc21	2%	-6%	-2%	-8%	i	-0.2%	-5%	-1.6	0%
COc1cc2nc(C3CCC3)nc(N3CCN(c4ccccn4)CC3)c2cc1OC	?	5%	1%	-2%	i	0.6%	26µM*	-4.0	13%
Cc1ccc(OCCSc2nnc(C)c(=O)n2N)cc1	8%	6%	2%	8%	i	2.1%	5%	0.7	0%
CCCOc1c(Br)cc(C(N)=O)cc1OCC	8%	0%	0%	-15%	i	-0.4%	-7%	-0.3	-11%
CCN(c1ccc(C)cc1)S(=O)(=O)c1nnc(NC(=O)c2cccs2)s1	-3%	/	/	/	/	7.3%	?	/	?
COc1ccc(N(CC(=O)N2CCC(Cc3ccccc3)CC2)S(C)(=O)=O)cc1	2%	14%	-1%	-2%	i	3.1%	-15%	-2.7	0%
CC1(C)Cc2noc(N)c2C(C)(C)N1O	-3%	11%	3%	0%	i	-0.3%	5%	-0.5	-15%
ONC(=Nc1ccccc1)c1ccccc1Cl	-5%	7%	0%	3%	i	-0.9%	-14%	-1.9	4%
O=C(CCC(=O)c1cccs1)Nc1nnc(C2CC2)s1	-11%	2%	-2%	-2%	i	0.4%	-12%	-3.7	-1%
CC(/C=C/c1ccco1)=N\NC(=O)c1cccc(Cl)c1	-9%	6%	0%	2%	i	8.9%	9%	0.7	?
Cc1cccc2sc(N3CCN(C(=O)c4cccs4)CC3)nc12	-2%	13%	0%	-5%	i	-0.8%	?	-2.3	-9%
Cc1ccc(F)cc1-c1nc(NC(C)C)nc2cc(-c3ccccc3)sc12	/	3%	/	9%	i	6.9%	/	0.0	0%
CC(=O)Nc1ccc(C)cc1-c1nc2ccccc2n(CC(=O)c2ccc(Cl)cc2)c1=O	0%	/	/	/	/	2.6%	0%	/	?
CCNC(=O)Nc1cc(OC)c(OC)cc1C(=O)O	0%	2%	-2%	1%	i	-0.2%	3%	-1.2	-6%

A second format for some results above:
O=C(CN1CCSCC1)c1c[nH]c2ccccc12
  A549 tox: 1%
  EPAC2 agonist: 3%
  Mm-Cpn inhibitor: -5%
  EPAC2 antagonist: -11%
  pAkt inh: i
  Nrf2 ARE act: 6.2%
  Nrf2 block: 30%
  CCT modulator: -3.0
  TGFb SMAD3 inh: -11%

COc1cccc(OC)c1C(=O)Nc1nnc(-c2cccs2)s1
  A549 tox: 1%
  EPAC2 agonist: 6%
  Mm-Cpn inhibitor: -15%
  EPAC2 antagonist: 6%
  pAkt inh: i
  Nrf2 ARE act: ?
  Nrf2 block: 12%
  CCT modulator: 0.4
  TGFb SMAD3 inh: -9%

O=C(CCC(=O)OCC(F)(F)C(F)F)Nc1ccccc1F
  A549 tox: -8%
  EPAC2 agonist: -1%
  Mm-Cpn inhibitor: -1%
  EPAC2 antagonist: 8%
  pAkt inh: i
  Nrf2 ARE act: 0.0%
  Nrf2 block: -19%
  CCT modulator: 1.1
  TGFb SMAD3 inh: 12%

Continuation:
SMILES	A549 tox	EPAC2 agonist	Mm-Cpn inhibitor	EPAC2 antagonist	pAkt inh	Nrf2 ARE act	Nrf2 block	CCT modulator	TGFb SMAD3 inh
Clc1ccc(-c2nnc(NC3=NCCCCC3)o2)cc1	-9%	4%	-1%	5%	i	-1.2%	?	-3.6	-5%
COc1ccccc1C(=O)NC(CCSC)C(=O)OCC(=O)N1CCN(S(=O)(=O)c2ccc(C)cc2)CC1 (centres undefined)	2%	-5%	/	-3%	i	0.5%	5%	-2.7	-32%
OCCC1CN(Cc2cn[nH]c2C2CCCCC2)CCN1Cc1ccccc1 (centres undefined)	1%	-1%	-1%	13%	i	-0.7%	7%	0.4	2%
CSc1ccc(S(=O)(=O)Nc2ccc(OCC(=O)N3CCOCC3)cc2)cc1	0%	7%	2%	-7%	i	-0.3%	0%	0.5	2%
CCOCCCNC(=S)N1CCC(C(=O)c2ccc3c(c2)OCCO3)CC1	-11%	-4%	-1%	4%	i	-0.4%	?	-0.9	-9%
O=C(O)/C(=N/NC(=O)c1ccc(Cl)cc1)c1ccccc1	-3%	6%	1%	1%	i	3.8%	-3%	-0.5	29%
O=C(CCS(=O)(=O)c1cccs1)NC1CCCCCC1	-11%	-7%	2%	10%	i	2.2%	?	-0.4	23%
Cc1ccc(NC(=O)CS(=O)CC(=O)NCCCc2ccccc2)cc1Cl (centres undefined)	4%	1%	2%	13%	i	2.7%	3%	1.9	-6%
Cc1ccsc1C(=O)Nc1ccc(O)c(-c2nc3ccccc3s2)c1	1%	-2%	-3%	13%	i	19%	4%	0.0	-10%
Cc1ccc(NC(=O)c2sc3ncn(CC(=O)N4CCOCC4)c(=O)c3c2C)c(Br)c1	-12%	-4%	-7%	2%	i	6.2%	?	-2.1	-4%
CCOc1ccccc1OCCCC(=O)Nc1ccc(S(=O)(=O)Nc2cc(C)nc(C)n2)cc1	-2%	6%	/	0%	i	-0.3%	-14%	2.9	38%[activator]
O=c1c2ccccc2ccc2ccccc12	1%	0%	-7%	-17%	i	5.2%	6%	-0.3	0%
CCCC(=O)NC(=S)Nc1ccc(C(C)=O)cc1	4%	0%	-2%	0%	i	3.5%	?	-0.3	1%
Cc1ccc(/C=N/Nc2ccccn2)s1	-4%	3%	-2%	-4%	i	?	?	-1.1	?
S=C(NCCc1ccccc1)Nc1ccc(Br)cn1	1%	20%	1%	-8%	i	6.6%	-15%	-3.8	7%
N#Cc1ccc(NC(=O)Cn2cnc(S(=O)(=O)N3CCCC3)c2)cc1	3%	10%	0%	-3%	i	0.0%	-6%	-3.1	-8%
Cc1noc(C)c1S(=O)(=O)NC(=O)C1(C)CCN1C(=O)c1ccccc1CCc1ccccc1 (centres undefined)	/	-2%	/	-9%	i	-0.4%	/	0.3	16%
CCOC(=O)CCNC(=O)N1CCCC(C(=O)c2cccc(OC(C)C)c2)C1 (centres undefined)	-1%	-2%	0%	15%	i	0.5%	5%	-2.8	-5%
O=C(CSc1cccc2cccnc12)Nc1cc(C(=O)O)cc(C(=O)O)c1	3%	3%	-10%	4%	i	5.2%	1%	-1.6	-23%
CCC(=O)c1cn(CCOc2ccccc2OC)c2ccccc12	-6%	19%	-7%	-13%	i	0.3%	?	-0.2	-6%
O=S(=O)(NCc1csc(-c2cccs2)n1)c1cccs1	0%	9%	-6%	-20%	i	?	?	-7.1	-27%
CCN(CC)C(=O)C1=C(C)N(Cc2ccccc2)C(=O)C(CC(=O)NCc2ccco2)C1 (centres undefined)	/	6%	/	8%	i	-0.2%	/	1.0	7%
Cc1ccc(N2CCN(c3nc4ccccc4c4nnc(C)n34)CC2)c(C)c1	0%	/	/	/	/	-0.8%	-15%	/	0%
